From PubChem BioAssay
FXIIa inh 1536: human FXIIa protease inhibitors, primary screen, biochemical, 1536-well | purified FXIIa, Boc-QGR-AMC fluorogenic substrate, 2 h | inhibition, % at 5 µM | hit rate 0.3% among 220,000; in the data active = inhibition above about 40%;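 also: 0% = enzyme with no compound and 100% = blank without enzyme; many of its hits are not listed in these tables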
Hck Nef HTS: inhibitors of Nef-activated human Hck kinase, primary screen, biochemical, Z-Lyte FRET, 384-well, Hck-YEEI; Tyrosine-protein kinase HCK (Homo sapiens), P08631; hit rate 0.68% among 220,000; Recombinant Hck-YEEI plus Nef, Z-Lyte FRET kinase assay; AID 463187, 2010; inhibition, % at 20 µM;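 active = Hck-Nef kinase inhibition above about 50%, limit read from the data; inactive = inhibition below that limit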;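 also: 0% = DMSO with Hck plus Nef and 100% = Hck alone without Nef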
Rad51 HR inh: human RAD51 strand exchange inhibitors, primary screen, biochemical, fluorescence. inhibition, % at 10 µM. AID 1385, 2008. hit rate 0.085% among 200,000. hRad51 DNA strand exchange, fluorescence dequenching. DNA repair protein RAD51 homolog 1 (Homo sapiens), Q06609;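 active = inhibition above 40% at the single screening dose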;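 also: 0% = DMSO control wells and 100% = blanks with heterologous ssDNA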
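material = hRad51 filaments on single-stranded DNA | timing = filaments 15 min 37 °C, then compound 30 min | signal = FRET fluorescence dequenching, excitation 485 nm, emission 520 nm | benchmarks = control wells and blank wells on each plate | evaluation = percent inhibition relative to plate controls and blanks | compound = 10 µM final, single point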
L929 necroptosis: inhibitors of zVAD-triggered necroptosis, primary screen, L929 cells; L929 zVAD necroptosis rescue, ATP luminescence, 24 h; with zVAD 60 µM; viability rescue, % at 10 µM; hit rate 0.38% among 220,000; AID 1377, 2008;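 active = activation, scaled between plate controls, above about 75%, limit read from the data; inactive = activation under that limit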;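 also: 0% = zVAD with DMSO and 100% = DMSO alone without zVAD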
FXIa inh 1536: human FXIa protease inhibitors, primary screen, biochemical, 1536-well. inhibition, % at 5 µM. Coagulation factor XI (Homo sapiens), P03951. purified FXIa, Boc-Glu-Ala-Arg-AMC fluorogenic substrate. hit rate 0.14% among 220,000;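 active = inhibition of at least 40%; inactive = inhibition below 40%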;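 also: fluorescence of freed AMC excited at 355 nm; 0% = enzyme without compound and 100% = no enzyme blank; many of its hits are not listed in these tables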
Target sequence (P03951 19-387 limits assumed): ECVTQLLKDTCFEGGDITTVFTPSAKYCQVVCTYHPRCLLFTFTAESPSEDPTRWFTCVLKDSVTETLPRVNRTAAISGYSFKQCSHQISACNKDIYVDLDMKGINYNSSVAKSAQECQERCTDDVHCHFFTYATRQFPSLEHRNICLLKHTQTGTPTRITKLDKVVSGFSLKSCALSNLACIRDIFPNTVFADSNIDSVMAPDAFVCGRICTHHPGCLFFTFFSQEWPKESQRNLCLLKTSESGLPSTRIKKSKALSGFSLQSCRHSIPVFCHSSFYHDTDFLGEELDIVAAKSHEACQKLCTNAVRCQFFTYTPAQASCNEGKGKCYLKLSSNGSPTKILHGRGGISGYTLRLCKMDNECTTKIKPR
Target sequence (P03951 388-625 limits assumed): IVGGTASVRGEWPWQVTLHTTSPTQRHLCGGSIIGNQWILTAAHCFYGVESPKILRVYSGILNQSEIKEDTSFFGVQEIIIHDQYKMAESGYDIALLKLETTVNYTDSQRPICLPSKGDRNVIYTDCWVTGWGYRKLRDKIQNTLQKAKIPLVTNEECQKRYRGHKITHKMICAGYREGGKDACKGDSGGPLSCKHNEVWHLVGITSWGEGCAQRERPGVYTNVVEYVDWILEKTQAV
KCC2 mod: KCC2 cotransporter modulators, thallium flux, primary screen, cell-based, HEK293 KCC2, FluoZin-2 fluorescence, MLSMR | hit rate 2.2% among 190,000 | KCC2 cells, thallium flux FluoZin-2 fluorescence | B-score of Tl+ flux slope (higher = more flux/activation; lower = inhibition) at 10 µM | AID 1456, 2008 | Solute carrier family 12 member 5 (Homo sapiens), Q9H2X9;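 active = thallium flux slope and its plate-corrected score both differing from the plate sample mean at a set confidence after two filtering rounds, in either direction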;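 also: slope of fluorescence scaled to starting intensity during 10 to 20 s after thallium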
thrombin 1536: human alpha-thrombin inhibitors, primary screen, counter-screen for coagulation protease inhibitor project, biochemical, 1536-well, fluorogenic AMC substrate; inhibition, % at 5 µM; hit rate 0.26% among 220,000; Boc-VPR-AMC fluorogenic substrate cleavage;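 active = inhibition at or above 40%; inactive = inhibition below 40%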;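 also: 0% = enzyme with no compound and 100% = wells without enzyme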
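Material: human alpha-thrombin protein. Incubation: reaction at ambient temperature. Technique: fluorescence of released AMC, ex 355 nm, em 460 nm. Control set: no-compound enzyme wells and no-enzyme blanks. Also added: Boc-VPR-AMC substrate, 15 µM final. Buffer or medium: pH 7.5 Tris (50 mM) with NaCl 150 mM, Tween 20 0.05%.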
KLK5 inh: human KLK5 protease inhibitors, primary screen, biochemical, 1536-well; Kallikrein-5 (Homo sapiens), Q9Y337; hit rate 0.59% among 210,000; AID 873, 2007; inhibition, % at 5 µM; recombinant hK5, fluorogenic AMC substrate cleavage;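 active = inhibition of 40% or more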;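 also: 0% = enzyme controls without compound and 100% = no-enzyme blanks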
Target sequence (Q9Y337 67-293 limits assumed): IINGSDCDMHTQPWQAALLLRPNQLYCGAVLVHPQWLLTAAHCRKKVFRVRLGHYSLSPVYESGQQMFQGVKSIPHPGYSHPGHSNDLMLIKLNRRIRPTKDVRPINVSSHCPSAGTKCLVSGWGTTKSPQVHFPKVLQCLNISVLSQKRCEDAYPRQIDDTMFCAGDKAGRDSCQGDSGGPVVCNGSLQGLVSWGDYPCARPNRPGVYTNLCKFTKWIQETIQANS
TNF death inh: inhibitors of TNF-alpha triggered necroptosis, primary screen, cell-based, Jurkat FADD-/-, single concentration; Jurkat FADD-/- TNF necroptosis rescue, ATP luminescence, 24 h; 0 = TNF only, 100 = no-TNF cells; activation (protection from cell death), % at 10 µM; hit rate 0.068% among 220,000; AID 463075, 2010;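 active = activation, meaning protection from cell death, of at least 50% relative to plate controls; inactive = activation below 50%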;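 also: necroptosis triggered by 40 ng/mL TNF-alpha added together with compound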
An asterisk follows results filed as active; · = no result given.

SMILES	L929 necroptosis	KCC2 mod	thrombin 1536	KLK5 inh	FXIa inh 1536	FXIIa inh 1536	Hck Nef HTS	Rad51 HR inh	TNF death inh
c1ccc(Oc2cccc(OCCCCN3CCCC3)c2)cc1	-0.1	0.13	4	-11	6	16	1	0	0.9
Cc1cccc(Nc2nc(NCCCN3CCOCC3)nc(N)c2[N+](=O)[O-])c1	0.3	-0.17	1	-3	10	9	12	17	2.9
CC1CCCN(c2ccc(C(=O)NCC3CCCO3)cn2)C1 (stereo unspecified)	-0.2	-0.12	-9	-20	-5	15	0	-9	1.1
O=C(CCc1nc2ccccc2c(=O)[nH]1)Nc1ccc(N2CCCCC2)cc1	0.6	0.19	-5	-3	-2	4	28	-8	1.0
C[C@@H]1NC(=O)[C@H](CCCN=C(N)N)NC(=O)c2cc([N+](=O)[O-])cc(I)c2OCC[C@@H](C(N)=O)NC1=O	3.8	0.68	1	-8	6	12	-6	0	2.0
COc1ccc(/C=C2\SC(=S)N(c3cccnc3)C2=O)cc1	-0.4	0.0044	-1	1	1	11	17	24	-1.2
CC1CCN(CCCNC(=O)c2cc3c(Cl)nc4ccccc4c3s2)CC1	50	2.1	0	·	-1	5	7	·	-8.4
CCCCOCCCNC(=O)N[C@@H](CCSC)C(=O)OC	0.2	·	-7	-23	3	9	1	0	-2.8
Cc1ccc(NC(=O)CN(C)S(=O)(=O)c2cccc3nsnc23)cc1	1.1	-0.54	-1	0	4	2	0	5	0.5
Cc1cccc2c(=O)c(C(=O)NCCCN3CCOCC3)c[nH]c12	-0.3	1.1	0	-1	11	18	7	-2	-0.2
N#Cc1c2n(c(=S)n(-c3ccccn3)c1=O)CCCCC2	-0.4	-0.059	0	-25	-11	9	-1	-5	-2.2
Cc1nc2c(nnn2Cc2ccccc2)c(=O)n1-c1ccccc1	-0.1	-1.6	3	-4	2	17	2	·	-4.3
Cn1c(=O)c([N+](=O)[O-])c(Cl)c2ccccc21	20	-1.1	-6	2	1	13	24	-5	-5.8
CC(N1CCOC1=O)S(=O)(=O)c1ccccc1 (stereo unspecified)	-0.4	1.1	-1	-9	6	-2	2	-5	-0.1
O=S(=O)(c1ccccc1)N1CCN(Cc2ccccc2C(F)(F)F)CC1	-1.1	0.9	3	-8	7	17	10	-11	-1.0
CN1CCc2ccccc2C1C1CCNCC1 (stereo unspecified)	0.2	-0.55	5	-5	17	25	0	-9	-3.0
O=C(NCc1ccc2c(c1)OCO2)C1CC(=O)N(C2CCCCCC2)C1 (stereo unspecified)	13	0.49	-1	28	7	8	-6	0	2.1
O=[N+]([O-])c1ccc(O)c(/C=N/n2cnnc2)c1	2.6	1.1	1	-4	4	16	1	1	1.1
CCOC(=O)c1ccc(NC(=O)CSc2nnc(CNc3ccc(C)cc3)n2C)cc1	0.0	-0.1	-3	-7	-5	3	2	3	0.5
Cc1ccc2nc(Cc3ccc(N)cc3)[nH]c2c1	0.4	-0.047	-1	4	-20	16	-2	-8	27
O=C(O)c1ccc(-c2ccccc2C(F)(F)F)o1	0.4	-0.98	-1	-7	2	17	-1	1	0.1
COC(=O)/C(=N\Nc1ccc(Cl)cc1)Sc1nnc(-c2ccc(OC)cc2)n1C	-0.2	-1.1	-1	-5	6	5	1	0	0.3
O=C1C2C3C=CC(C4CC34)C2C(=O)N1Cc1ccccc1 (stereo unspecified)	5.4	0.85	-7	3	3	8	17	0	8.1
Cc1ccc2oc(-c3ccccc3)c(C(=O)O)c(=O)c2c1	0.1	·	-2	-9	1	11	2	-2	-0.6
C/C(CC(=O)NCCCN1CCOCC1)=N\NC(=O)COc1ccc(Cl)cc1	0.4	·	2	-4	-1	15	2	6	-2.6
O=C(NCCN1CCOCC1)c1ccc(NC(=O)C2COc3ccccc3O2)cc1 (stereo unspecified)	6.2	0.75	0	-25	-4	9	-3	1	0.8
CN(CCCNC(=O)c1cc2c(=O)[nH]c3ccccc3c2n1C)Cc1ccccc1	0.9	-0.9	-5	·	-3	4	2	·	2.7
CC(=O)Oc1ccc(C(=O)Nc2nnc(C)s2)cc1	-1.4	2.4*	3	-20	7	18	0	-2	-1.6
CCCCc1nn(-c2cc(Cl)ccc2OC)c2c1C(=O)CCC2	-0.3	-2.4	-8	1	-8	3	6	2	-1.9
COc1ccc(C(=O)C(OC(=O)CNC(=O)c2ccco2)c2ccccc2)cc1 (stereo unspecified)	0.0	0.29	-1	0	4	15	1	-6	-1.7
Cc1cc(-c2ccc(Br)s2)nc(-n2cccc2)n1	2.0	-0.65	5	-16	-1	-9	-11	9	0.8
COC(=O)c1ccc(COC(=O)CNC(=O)c2ccco2)cc1	0.2	·	-9	-12	7	21	-1	4	-0.8
CCOC(=O)N1CCC2(CC1)C(C#N)=C(N)Oc1n[nH]c(CSc3ccc(C)cc3)c12	1.0	-0.64	-2	-17	4	2	5	-5	-1.7
COc1ccccc1NC(=O)CSc1ccc2nnc(-c3ccc(C)cc3)n2n1	0.2	0.42	0	2	2	9	17	·	5.0
Cc1ccc(C(=O)c2ccccc2C(=O)OCC(=O)NCC2CCCO2)cc1 (stereo unspecified)	-0.8	0.47	-4	-2	-5	9	16	-78	-0.4
CCOc1ccc(NC(=O)N2CCC(c3ccc(C)cc3)C2)cc1 (stereo unspecified)	0.7	-1.4	-5	-27	0	10	-2	-7	0.4
CCCCCOc1ccc(N2C(=O)C3C4C=CC(C3C2=O)N(C)C4=O)cc1 (stereo unspecified)	0.8	0.56	2	-7	6	17	1	0	-0.9
O=C(/C=C/c1cccnc1)/C=C/c1cccnc1	43	-1.2	-6	-8	-6	7	9	9	5.8
CCCc1cc(=O)n2[nH]c(-c3ccc(Br)cc3)cc2n1	8.6	1.7	-3	12	-2	5	1	0	-2.5
c1ccc2cc(OCc3nc4ccccc4[nH]3)ccc2c1	-0.5	-0.52	0	-21	7	17	13	4	0.9
COc1cccc(/C=N/NC(=O)C(=O)N/N=C/c2cccc(OC)c2OC)c1OC	0.4	0.69	-1	-7	7	10	4	·	1.5
COc1ccccc1/C=N/NC(=O)c1csc(C)c1C	0.4	-1.9	-4	-11	4	4	8	3	0.7
CCN(c1ccccc1)S(=O)(=O)c1cccc(C(=O)OCc2nc3sc(C)c(C)c3c(=O)[nH]2)c1	1.5	-0.017	3	4	25	22	1	-13	2.0
COc1cccc(OC)c1C(=O)Nn1c(-c2cccc(C)c2)nc2ccccc2c1=O	0.1	0.26	-5	·	-2	2	3	·	1.4
CCCn1c(=O)c2ccccc2n2c(SCc3nc4ccccc4s3)nnc12	-0.3	·	1	-10	-2	7	-2	0	-2.7
CCN1CCN(c2nn3c(=O)c4ccccc4nc3c3ccccc23)CC1	0.3	0.47	4	-82	3	15	0	13	-6.5
COc1ccc(C(=O)NCc2nc3ccccc3[nH]2)cc1OC	1.6	0.34	-7	-1	-2	1	17	2	2.6
CCCCOc1ccc(C(=O)Nc2cccc(C)n2)cc1	0.4	·	-8	5	-2	2	3	·	-2.2
Cc1nn(C)c2ncc(C(N)=O)c(Oc3cccnc3)c12	0.1	1.4	-3	-7	-11	1	17	-4	4.7
CCCCN(CC)CCNC(=O)C1c2cc(OC)c(OC)cc2C(=O)N2CCc3ccccc3C12 (stereo unspecified)	0.3	·	4	11	-11	17	1	4	1.3
C#CCN1CC(C)/C(=N/O)CC1C (stereo unspecified)	-0.4	0.73	-10	-8	7	18	1	11	-0.2
O=C(c1ccc(Br)o1)N1CCc2ccccc21	14	-1.2	-10	0	0	9	19	3	-3.2
CCOC(=O)/C=C/C(=O)N1CCN(C(=O)/C=C/C(=O)OCC)CC1	-2.2	1.1	-7	-2	-4	4	13	-11	-15
Cc1nnc(SCC(=O)N2CCN(S(=O)(=O)c3ccc(Cl)cc3)CC2)[nH]c1=O	1.4	·	-10	-23	4	18	0	0	-0.3
CCCCOc1ccc(Cc2c(COCC)[nH]c(=S)[nH]c2=O)cc1	2.8	15*	-7	-2	-2	10	23	-2	-1.4
CC1=CC(=C(C#N)C#N)C=C(C)N1Cc1ccccc1	-0.2	0.41	2	·	3	14	-2	·	-1.1

Structures listed so far containing a CF3 group (2):
SMILES	L929 necroptosis	KCC2 mod	thrombin 1536	KLK5 inh	FXIa inh 1536	FXIIa inh 1536	Hck Nef HTS	Rad51 HR inh	TNF death inh
O=S(=O)(c1ccccc1)N1CCN(Cc2ccccc2C(F)(F)F)CC1	-1.1	0.9	3	-8	7	17	10	-11	-1.0
O=C(O)c1ccc(-c2ccccc2C(F)(F)F)o1	0.4	-0.98	-1	-7	2	17	-1	1	0.1

The list continues.
SMILES	L929 necroptosis	KCC2 mod	thrombin 1536	KLK5 inh	FXIa inh 1536	FXIIa inh 1536	Hck Nef HTS	Rad51 HR inh	TNF death inh
CCN(Cc1cc(=O)[nH]c2ccccc12)C(=O)C(C)C	-0.4	-0.42	-3	0	-14	2	2	4	0.9
c1ccc(-c2cc3nccc(-c4ccccn4)n3n2)cc1	34	0.77	-12	-3	-2	7	2	0	-1.3
Cc1nnc(NC(=O)CSc2ccc(-c3ccco3)nn2)s1	1.3	-1.2	-3	-5	1	16	21	9	4.0
CC(=O)NS(=O)(=O)c1ccc(NS(=O)(=O)c2ccc(F)cc2)cc1	-0.2	-0.2	-3	-1	-6	5	2	-3	-1.8
COc1ccc(NC(=O)c2ccc(S(=O)(=O)N(C)c3ccccc3)cc2)cn1	-0.1	-1	0	2	2	8	19	6	-4.0
CCOc1cc(C2NN=C(c3ccc(C)cc3)S2)ccc1O (stereo unspecified)	2.4	41*	-4	-1	12	19	-7	-6	-0.9
CC(=O)NC1(C(F)(F)F)C(=O)Nc2c1c(=O)[nH]c(=O)n2Cc1ccco1 (stereo unspecified)	-0.9	0.023	1	-3	1	19	8	4	-1.1
Cc1n[nH]c(C)c1Cc1c(F)cccc1Cl	-0.3	-0.26	-7	-1	0	4	20	·	-2.7
O=C1C2CCCN2C(c2ccc(F)cc2)N1c1nccs1 (stereo unspecified)	2.8	·	-11	-1	-9	0	0	6	-0.1
C/C(=N/NC(=O)CN1CCN(S(=O)(=O)c2ccc(Br)cc2)CC1)c1cccnc1	-0.3	-0.51	-9	-4	1	4	-1	-6	-1.9

Some of the compounds tested. The share of hits here may be higher or lower than overall.
